Assay outcomes from PubChem.
APOBEC3G inh: inhibitors of human APOBEC3G DNA deaminase. recombinant A3G, ssDNA deamination FAM/TAMRA fluorescence. hit rate 0.28% among 330,000. AID 493012. inhibition, % at 20 µM;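 active = inhibition of at least 40% at 20 µM, with no more than 30% in the related APOBEC3A deaminase screen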;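 note: plate controls were DMSO wells with A3G for no effect and wells lacking A3G enzyme for full effect; some compounds called inactive have numbers as strong as hits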
Target sequence (Q9HC16 whole entry, looked up): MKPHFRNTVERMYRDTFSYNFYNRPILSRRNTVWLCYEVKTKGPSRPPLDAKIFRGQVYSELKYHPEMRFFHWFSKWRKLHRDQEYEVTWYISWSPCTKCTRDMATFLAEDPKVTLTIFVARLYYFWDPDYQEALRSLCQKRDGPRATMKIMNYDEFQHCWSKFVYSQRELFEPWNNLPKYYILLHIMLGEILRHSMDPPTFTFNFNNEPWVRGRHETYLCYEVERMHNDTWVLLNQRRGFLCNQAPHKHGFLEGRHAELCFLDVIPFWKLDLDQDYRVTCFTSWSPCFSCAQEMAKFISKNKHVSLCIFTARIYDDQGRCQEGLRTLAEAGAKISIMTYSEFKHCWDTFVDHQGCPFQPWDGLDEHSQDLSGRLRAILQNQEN
mIAP inh: mouse IAP inhibition. purified mouse IAP, CDP-Star luminescence, 30 min. inhibition, % at 10 µM. hit rate 0.2% among 330,000;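 active = inhibition of at least 40% at 10 µM in the primary screen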;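 note: plate controls were DMSO with enzyme for no effect and no enzyme wells for full effect; values of inactives mirror those of a sister screen read the other way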
APOBEC3A inh: inhibitors of human APOBEC3A DNA deaminase; P31941; recombinant A3A, FAM/TAMRA ssDNA deamination fluorescence; inhibition, % at 20 µM; hit rate 0.41% among 330,000; AID 493011;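 active = at least 40% inhibition at 20 µM here, with at most 30% in a related deaminase screen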;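 note: plate controls were A3A with DMSO for no effect and wells lacking A3A enzyme for full effect; some results filed as inactive read as strong as hits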
Target sequence (P31941 whole entry, looked up): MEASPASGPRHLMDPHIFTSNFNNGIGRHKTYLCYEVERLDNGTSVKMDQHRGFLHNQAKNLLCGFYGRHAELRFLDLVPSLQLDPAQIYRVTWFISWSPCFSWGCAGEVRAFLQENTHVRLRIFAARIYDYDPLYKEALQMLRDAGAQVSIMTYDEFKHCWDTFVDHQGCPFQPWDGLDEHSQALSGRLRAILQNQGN
mIAP act: mouse IAP activation. muIAP, CDP-Star luminescence, 30 min; stronger effect = higher value; 1 = vehicle-only enzyme signal, 0 = enzyme-free wells. activation factor at 10 µM. hit rate 0.24% among 330,000. AID 2805;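 active = activation factor of at least 2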; note: the source names both 10 and 20 µM as test concentration; values of inactives mirror those of a sister screen read the other way
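Assay system: mouse IAP enzyme; Reagent: CDP-Star chemiluminescent phosphatase substrate; Compound: DMSO-dissolved test compounds; Incubation: 30 min, room temperature; Technique: luminescence from enzymatic CDP-Star hydrolysis; Controls: DMSO-only wells and no-enzyme negative control.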
hIAP block: human IAP inhibition; P09923; purified IAP, CDP-Star luminescence, 30 min; inhibition, % at 10 µM; hit rate 0.12% among 330,000; AID 2544;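 active = inhibition reaching a set limit with compound at 10 µM in the primary screen, cut at about 35% in these data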;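 note: plate controls were DMSO wells with enzyme for no effect and no-enzyme buffer wells for full effect; values of inactives mirror those of a sister screen read the other way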
beta cell repl: induces beta-cell replication in MIN6 cells | proliferation, % at 10 µM | MIN6 cells proliferation, ATPlite luminescence, 48 h; cells starved in 0.2% serum; 100% = growth in 10% serum | hit rate 0.29% among 330,000 | AID 2380;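 active = compounds whose signal lies at least 3.5 SD above the mean of all wells on their plate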;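 note: 0% = DMSO-treated cells in low-serum medium and 100% = 10% serum control; some compounds called inactive have numbers as strong as hits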
ATG4B inh: ATG4B (human) cysteine protease inhibition; Q9Y4P1; ATG4B cleavage of LC3-PLA2, NBD-HPC fluorescence, 1 h; inhibition, % at 8.33 µM; AID 504462; hit rate 0.51% among 340,000; in the data active = inhibition above about 40%
Target sequence (Q9Y4P1 whole entry, looked up): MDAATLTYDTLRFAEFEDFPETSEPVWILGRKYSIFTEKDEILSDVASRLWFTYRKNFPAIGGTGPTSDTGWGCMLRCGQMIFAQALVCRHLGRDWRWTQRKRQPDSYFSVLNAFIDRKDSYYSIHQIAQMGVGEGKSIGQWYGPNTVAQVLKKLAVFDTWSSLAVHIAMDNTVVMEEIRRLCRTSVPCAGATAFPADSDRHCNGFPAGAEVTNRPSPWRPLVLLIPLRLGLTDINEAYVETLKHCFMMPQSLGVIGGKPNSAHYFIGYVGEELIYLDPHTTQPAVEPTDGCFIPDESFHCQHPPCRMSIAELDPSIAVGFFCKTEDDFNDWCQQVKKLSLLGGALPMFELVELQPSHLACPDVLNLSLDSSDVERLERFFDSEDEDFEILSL
hIAP act: human IAP activation. P09923. purified human IAP, CDP-Star luminescence, 30 min; stronger effect = higher value; 1 = vehicle-only enzyme, 0 = enzyme-free background. activation factor at 10 µM. hit rate 0.16% among 330,000. AID 2524;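 active = activation factor of the enzyme at least 2-fold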; note: the source names both 10 and 20 µM as test concentration; values of inactives mirror those of a sister screen read the other way
MPTP block: blocks calcium-induced mitochondrial swelling; inhibition, % at 10 µM; hit rate 1.4% among 360,000; AID 602449; isolated mouse mitochondria, Ca2+ swelling absorbance, 30 min;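 active = inhibition of 50% or more, scaled per plate between neutral and stimulator controls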;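 note: 0% = DMSO wells given calcium and 100% = 1 mM EGTA wells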
Numbers without * were called inactive; · = not tested or not shown.

SMILES	APOBEC3G inh	mIAP inh	APOBEC3A inh	mIAP act	hIAP block	beta cell repl	ATG4B inh	hIAP act	MPTP block
CC(=O)c1ccc(N2CCN(c3ccc(S(=O)(=O)NCCN(C)C)cc3[N+](=O)[O-])CC2)cc1	-3	9	4	0.91	-8	-3	-4	1.1	3.5
Cc1ccc(/C=N/NC(=O)c2nnn(-c3nonc3N)c2-c2ccccc2)o1	-7	3	-3	0.97	-26	1	-10	1.3	0.0
CN(C)S(=O)(=O)c1ccc(C(=O)NCc2ccccn2)cc1	-4	-4	0	1	-7	-2	-6	1.1	0.8
O=C(O)Cc1coc2cc3c(cc12)CCC3	-7	6	0	0.94	3	-1	-5	0.97	-0.1
CC(C)(C)OC(=O)N1CCC[C@H]1C(=O)O	-8	-17	-8	1.2	3	3	-3	0.97	-0.4
O=C(Nc1ccc(C(=O)NCCCN2CCN(c3ccccc3)CC2)cc1)C1=CSCCO1	1	-2	-3	1	-31	-1	-2	1.3	-1.9
Cc1[nH]c2ccccc2c1C(=O)CSc1nc2ccccc2[nH]1	-8	9	0	0.91	-11	-1	15	1.1	1.8
Cc1nnc(OCC(=O)NCCC2=CCCCC2)c2ccccc12	-8	-4	-4	1	4	-1	1	0.96	0.9
CC1(C)Cc2c(sc3c2c(N)nc(=S)n3Cc2ccc(Br)cc2)CO1	-2	4	-3	0.95	13	-2	-8	0.87	1.0
COc1ccc(NS(=O)(=O)c2ccc(NC(=S)NC(=O)C(C)C)cc2)cc1	5	1	-1	0.99	-15	-1	-2	1.1	1.3
O=C(c1cc2nc(-c3ccco3)cc(C(F)(F)F)n2n1)N1CCN(c2ccc(F)cc2)CC1	-5	8	-2	0.92	1	-4	-12	0.99	1.6
Cc1ccc(C(C#N)c2ccc3c(C(F)(F)F)cc(C(F)(F)F)nc3n2)cc1 (configuration not stated)	-7	16	1	0.84	-5	-4	25	1.1	113*
O=C(CN1CC(=O)Oc2ccccc21)NCc1ccco1	-4	-7	-1	1.1	-3	1	4	1	-4.6
c1ccc(C(Cc2nc(-c3ccncc3)no2)c2ccccc2)cc1	-9	12	0	0.89	8	-5	-4	0.92	78*
O=C(Nc1ccccc1C(=O)N1CCNCC1)c1ccco1	-3	-1	-1	1	7	-2	·	0.93	·
Ic1ccc(N2CCN(Cc3c[nH]c4ncccc34)CC2)cc1	-1	4	1	0.96	0	-8	2	1	-1.5
COc1ccc(C(=O)OCC(=O)NCCN2C(=O)CSC2=O)cc1[N+](=O)[O-]	11	8	1	0.92	-10	-5	0	1.1	-0.5
CCOc1cc(/C=C\[N+](=O)[O-])ccc1OCC(=O)N1CCOCC1	-8	-6	-5	1.1	6	-7	3	0.94	0.0
C/C(CC(=O)Nc1ccc(C)c(Cl)c1)=N\NC(=O)Cc1ccccc1	-4	-4	0	1	-12	0	26	1.1	0.8
Cc1ccc(C)c(NC(=O)c2cc(-c3cc(C)ccc3O)n[nH]2)c1	-6	-12	-2	1.1	-121	-2	2	2.2*	-0.1
CCOc1ccc2ccccc2c1/C=N/NC(=O)CNC(=O)C(c1ccccc1)c1ccccc1	-2	7	1	0.93	-10	-5	-1	1.1	2.2
O=C(Nc1ccc(N2CCCCC2)cc1)c1ccc(F)cc1F	-10	-1	-4	1	-10	-3	5	1.1	1.7
OC(CN1C2=NCCN2c2ccccc21)c1ccccc1 (configuration not stated)	2	1	3	0.99	-18	-2	1	1.2	0.5
O=C(NOCc1ccccc1)c1ccc(Cl)cc1	-10	6	-6	0.94	-4	-6	1	1	0.7
CC(=O)c1ccc(NC(=O)C2CCN(S(=O)(=O)c3ccc4c(c3)N(C(C)=O)CCO4)CC2)cc1	-6	-2	-4	1	-26	-2	-14	1.3	-2.7
O=C(C[C@H]1C(=O)N(CCc2ccccc2)C[C@@H]1Cc1ccccc1)Nc1ccccc1	-5	-16	0	1.2	5	-7	16	0.95	0.2
CCc1ccc(NC(=S)N2CCCC(C(F)(F)F)C2)cc1 (configuration not stated)	-13	3	5	0.97	3	0	-1	0.97	-1.1
C(#CC1CCCC1)c1ccc2c(c1)COc1c3ccccc3nn1-2	-5	-4	-3	1	-3	-8	1	1	11
CCCCn1c(SCC(N)=O)nnc1-c1cc(OC)c(OC)c(OC)c1	-6	0	-4	1	7	-3	·	0.93	·
CC(NCC(=O)Nc1cc(S(=O)(=O)N2CCOCC2)ccc1Cl)c1ccc(Cl)cc1Cl (configuration not stated)	-7	-2	12	1	6	-7	-2	0.94	-2.1
O=C(c1cc(COc2ccc(F)cc2Cl)on1)N1CCCC(c2ccccc2)C1 (configuration not stated)	-5	8	-2	0.92	7	-4	34	0.93	-0.7
CCCOP(=O)(OCCC)c1nc(-c2ccccc2)oc1NCc1ccccc1	-7	4	-1	0.96	-9	-5	3	1.1	12
CN1c2ccccc2C(O)=C(C(=S)Nc2ccc(F)c(Cl)c2)S1(=O)=O	-1	7	1	0.93	3	-3	23	0.97	89*
O=S(=O)(Nc1cc(Cl)ccn1)c1ccc(Cl)cc1	-6	6	-4	0.94	14	-1	2	0.86	-2.2
CSC(=NC#N)N1CCN(c2ccc([N+](=O)[O-])cc2)CC1	-1	11	0	0.89	5	4	-9	0.95	-4.4
CC(C)CN(C(=O)c1ccc(S(=O)(=O)N2CCCC2)cc1)C1CCS(=O)(=O)C1 (configuration not stated)	-10	2	-2	0.98	1	1	-4	0.99	2.9
Cc1cc(Oc2ccccc2)nc(SCC(=O)Nc2ccccc2)n1	-3	0	0	1	8	2	4	0.92	10
O=C(N/N=C/c1cccs1)c1cccc(NC(=O)c2ccc(Cl)cc2)c1	-5	-3	0	1	-7	-6	·	1.1	·
CCN(CC)S(=O)(=O)c1ccc2oc(Nc3ccccc3)nc2c1	-5	-2	-3	1	-2	-1	-4	1	0.0
Cc1ccc(C(=O)NCCCNc2ccc(C(F)(F)F)cc2[N+](=O)[O-])cc1	-6	11	-2	0.89	5	0	-2	0.95	8.1
CCOC(=O)N1CCN(C(=O)CCS(=O)(=O)c2ccc(Br)s2)CC1	-9	2	-3	0.98	0	-4	-7	0.99	-0.7
COc1ccc(/C=N/N=C2/NC(=O)C(CC(=O)O)S2)cc1OS(=O)(=O)c1ccccc1 (configuration not stated)	-6	13	-4	0.87	-2	1	5	1	-0.4
Cc1ccc2c(=O)cc(C(=O)NCCc3ccc(S(N)(=O)=O)cc3)oc2c1C	-4	-1	-2	1	-2	4	-8	1	-0.4
CCCc1nc(SCC(=O)O)c2sc(=S)n(-c3ccccc3)c2n1	0	3	1	0.97	14	-2	2	0.86	2.0
CCN(C(=O)COC(=O)c1cccc(C)c1[N+](=O)[O-])c1c(N)n(Cc2ccccc2)c(=O)[nH]c1=O	-9	-1	-4	1	6	0	-2	0.94	-2.1
CC1Cc2ccccc2N1S(=O)(=O)c1c(N)n(C)c(=O)n(C)c1=O (configuration not stated)	-4	10	-1	0.9	-8	-3	2	1.1	0.6
CCOC(=O)c1sc2c(c1C)c(=O)n(CCO)c(=O)n2Cc1ccccc1	-8	7	-3	0.93	-12	3	-4	1.1	0.0
O=C(CN1c2ccccc2Sc2ccccc21)NNC(=O)Nc1ccc(Cl)c(Cl)c1	-1	4	-3	0.96	-18	-4	-3	1.2	52*
COC(=O)CN1C(=O)Nc2ccc(C)cc2C1c1ccccc1 (configuration not stated)	-7	-7	-4	1.1	-7	-1	6	1.1	-0.2
CCOc1ccc(C(=O)Nc2cccc3nsnc23)cc1[N+](=O)[O-]	-1	2	4	0.98	-3	5	-5	1	3.0

Taken from above:
Result for CCOC(=O)c1sc2c(c1C)c(=O)n(CCO)c(=O)n2Cc1ccccc1 in APOBEC3A inh: -3
Result for CCOC(=O)N1CCN(C(=O)CCS(=O)(=O)c2ccc(Br)s2)CC1 in mIAP inh: 2

More results.
SMILES	APOBEC3G inh	mIAP inh	APOBEC3A inh	mIAP act	hIAP block	beta cell repl	ATG4B inh	hIAP act	MPTP block
O=C(CCCC(=O)OCC(Cl)=C(Cl)Cl)Nc1ccccc1F	-3	6	1	0.94	-20	2	2	1.2	0.4
COCCNC(=O)C1=NOC(Cn2cc(C#N)c(=O)n(C)c2=O)C1 (configuration not stated)	-6	4	-2	0.96	2	0	1	0.98	-1.0
NC(=O)c1ccc(NC(=O)COC(=O)CCN2C(=O)c3ccccc3C2=O)cc1	2	8	2	0.92	19	-1	4	0.81	-0.7
Cc1nc(-c2ccc([N+](=O)[O-])cc2)nc2[nH]ccc(=O)c12	-7	4	-1	0.95	15	-4	-7	0.85	0.2
CN(C)S(=O)(=O)c1ccc(C(=O)Nc2cccc(S(=O)(=O)NC3=NCCC3)c2)cc1	-7	-4	-1	1	-12	-3	-3	1.1	3.2
O=C(Nc1ncccn1)c1ccc([N+](=O)[O-])cc1[N+](=O)[O-]	2	5	-2	0.95	-22	-4	-6	1.2	2.1
Cc1c(C(=O)Nc2ccc(-c3nnc4n3CCCCC4)cc2)oc2ccc(Br)cc12	-10	2	-5	0.98	-17	-3	1	1.2	1.8
COc1ccc(N2CCN(C(=O)COc3ccc(S(=O)(=O)N4CCOCC4)cc3C)CC2)cc1	-3	2	-2	0.98	7	0.0*	-2	0.93	-1.3
COc1ccc(-c2c(C#Cc3ccsc3)c3cc(-c4ccc5[nH]ccc5c4)ccc3n2C)cc1	-6	-5	-3	1	0	-7	-8	0.99	-0.4
CCOC(=O)C1(O)CC(C)=NN1C(=O)c1cccc(Br)c1 (configuration not stated)	-6	-11	-1	1.1	-27	-3	-4	1.3	-2.7
Clc1ccccc1CSc1nnc(Cn2cnc3ccccc32)n1-c1ccccc1	-9	2	-3	0.98	-3	4	1	1	1.5
CC(C)c1ccc2[nH]c(O)c(N=NC(=O)c3cccc(S(=O)(=O)Nc4cccc(Cl)c4)c3)c2c1	-5	9	2	0.91	2	-3	-2	0.98	1.1
COc1ccccc1CN1C(=O)C(=O)N(Cc2cccc(C)c2)C1=O	-2	3	-2	0.97	11	4	-1	0.89	0.4
Nc1nc(CN2CCN(Cc3ccccc3)CC2)nc(N2CCCc3ccccc32)n1	-9	1	8	0.99	8	2	2	0.92	0.0
Cc1cc(=O)oc2cc(OCC(=O)NC3CCCCC3)c(Cl)cc12	-6	-5	4	1.1	4	4	-5	0.96	-1.1
CC(C)(C)n1ncc2c(=O)n(CC(=O)NCc3ccccc3Cl)cnc21	0	2	-2	0.98	-4	-3	25	1	-11
COc1cc(/C=N/NC(=O)c2ccncc2)ccc1OC(=O)c1cccc(F)c1	11	1	3	0.99	9	-1	-6	0.91	2.0
Cc1cc(=O)[nH]c(SCC(=O)Nc2ccccc2C#N)c1C#N	-3	1	5	0.99	8	3	12	0.92	-0.9
CC1(C)CC(=O)c2sc(N3CCCCC3)nc2C1	2	-6	-1	1.1	6	-2	1	0.94	0.1
COc1ccc(N(CC(=O)Nc2cc(C)on2)S(=O)(=O)c2ccc(Cl)cc2)cc1	-6	-15	-4	1.2	1	-1	-3	0.99	-1.7
Fc1ccc(Oc2cnns2)cc1	0	-3	1	1	10	0	-1	0.9	1.3
CCOC(=O)c1ccc(NC(=O)CSc2nnc(NC(=O)c3ccc(S(=O)(=O)N4CCOCC4)cc3)s2)cc1	-7	10	-2	0.9	3	-3	-4	0.97	4.7

Another view of 2 compounds above:
Molecule,APOBEC3G inh,mIAP inh,APOBEC3A inh,mIAP act,hIAP block,beta cell repl,ATG4B inh,hIAP act,MPTP block
Nc1nc(CN2CCN(Cc3ccccc3)CC2)nc(N2CCCc3ccccc32)n1,-9,1,8,0.99,8,2,2,0.92,0.0
Cc1cc(=O)oc2cc(OCC(=O)NC3CCCCC3)c(Cl)cc12,-6,-5,4,1.1,4,4,-5,0.96,-1.1
